RmlCD inh 1536 – M. tuberculosis RmlC/RmlD inhibition. inhibition, % at 3.6 µM. hit rate 0.03% among 160,000. RmlC+RmlD coupled enzyme assay, percent inhibition; primary screen in compound mixtures. P9WH09+P9WH11; in the data active = inhibition mostly above about 34%, no sharp cut-off; inconclusive = no clear call, values can overlap the other calls; inactive = mostly below about 22%; also: some results filed as inactive read as strong as hits
Target sequence (P9WH09 whole entry, looked up): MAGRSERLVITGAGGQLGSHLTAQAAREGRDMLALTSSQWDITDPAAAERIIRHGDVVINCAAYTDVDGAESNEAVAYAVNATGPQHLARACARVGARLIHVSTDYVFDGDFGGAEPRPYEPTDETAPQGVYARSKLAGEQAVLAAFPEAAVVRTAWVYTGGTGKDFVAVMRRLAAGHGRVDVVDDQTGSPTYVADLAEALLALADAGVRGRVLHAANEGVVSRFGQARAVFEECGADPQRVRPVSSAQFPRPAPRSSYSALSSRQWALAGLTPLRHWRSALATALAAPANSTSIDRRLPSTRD
Target sequence (P9WH11 whole entry, looked up): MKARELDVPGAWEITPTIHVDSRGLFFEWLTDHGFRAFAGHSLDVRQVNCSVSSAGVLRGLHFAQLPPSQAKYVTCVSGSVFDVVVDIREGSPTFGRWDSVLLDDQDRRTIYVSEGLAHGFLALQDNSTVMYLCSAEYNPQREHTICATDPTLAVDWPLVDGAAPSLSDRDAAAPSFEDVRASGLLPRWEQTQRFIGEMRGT
M. tuberculosis GlmU – inhibition of mycobacterial GlmU enzyme – biochemical, glucosamine-1-phosphate acetyltransferase (AID 1376). M. tuberculosis GlmU acetyltransferase enzyme assay; higher % means a stronger effect. hit rate 0.25% among 220,000. inhibition, %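 (tested at 30 µM in the primary screen)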; hits with a dose series show IC50 in µM; in the data active = inhibition above about 13%; inconclusive = no clear call, values can overlap the other calls;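 also: 0% = complete reaction with vehicle and 100% = reaction without substrate; strong numbers were not always called active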
An asterisk follows results filed as active; ? = inconclusive; nt = not tested or not shown; & = joins results of further samples.

SMILES	RmlCD inh 1536	M. tuberculosis GlmU
CCOC(=O)C1(C(F)(F)F)N=C(c2cccnc2)OC(N2CCCCC2)=N1 (stereo not given)	nt	2.6%
COc1ccccc1N1CCN(C(=S)Nc2ccc(S(=O)(=O)N3CCOCC3)cc2)CC1	23	0.0%
COc1cccc(CNc2ccc([N+](=O)[O-])cc2C)c1	-4	0.0%
O=C1CN(C(=O)c2ccco2)c2ccccc2N1	5	-0.6%
O=C(Nc1ccccc1)N1CCCC(CNS(=O)(=O)Cc2ccccc2)C1 (stereo not given)	-14	3.4%
CC(C)CN(C(=O)c1cc2ccccc2o1)c1c(N)n(CC(C)C)c(=O)[nH]c1=O	7	-2.7%
CC(C)Nc1nnc(SCc2cc(=O)n3ccsc3n2)s1	5	4.1%
COc1ccc(N(C(C)C(=O)N/N=C/c2cccnc2)S(C)(=O)=O)cc1 (stereo not given)	-3	0.5%
Cn1c(=O)[nH]c(=O)c2c1nc1n2CCS1	-10	-2.0%
CCCCCC(=O)Nc1ccc(N2CCN(S(C)(=O)=O)CC2)cc1	14	-4.9%
CCOc1ccc(N2C(=O)C3CC(C)=C(C)CC3C2=O)c([N+](=O)[O-])c1 (stereo not given)	-9	2.1%
CC1CN(Cc2nc3ccccc3c(=O)[nH]2)CC(C)O1 (stereo not given)	nt	5.5%
CCC(C(=O)N1CCN(S(C)(=O)=O)CC1)c1ccccc1 (stereo not given)	-9	-0.7%
COc1ccc(-n2cnnc2SCC(=O)N2CCN(c3ccccc3)CC2)cc1	nt	-3.3%
Cc1ccc(C(=O)NN2C(=O)C3C4C=CC(C5CC45)C3C2=O)cc1 (stereo not given)	4	4.5%
CN1CCN(C(=O)C2=C[C@H](c3coc4ccccc4c3=O)C[C@H](OCCCCO)O2)CC1	nt	2.1%
CCCN(C(=O)CSc1nnc(-c2ccoc2C)n1N)C1CCS(=O)(=O)C1 (stereo not given)	-4	-0.4%&1.0%
NS(=O)(=O)c1ccc(CCNc2nc(CN3CCOCC3)nc3sc4c(c23)CCC4)cc1	nt	0.7%
CC(=O)NCc1ccc(-c2csc(N)n2)s1	nt	1.3%
CCCCOc1ncnc2c1[nH]c1ccc(C)cc12	5	-0.4%
Cc1ccccc1-n1c(O)c(C=Nc2ccc(N(C)C)cc2)c(=O)[nH]c1=O	nt	4.8%
COc1ccc(-c2c(C)nn(-c3ccccc3)c2N)cc1OC	nt	0.8%
Cc1onc(-c2ccccc2)c1C(=O)N1CCCSC1=Nc1ccccc1	nt	-1.0%
O=C(NCc1ccc2c(c1)OCO2)c1cc(-c2ccccc2Cl)on1	42	-0.7%
NC(=O)CSc1nc2scc(-c3ccco3)c2c(=O)n1-c1ccccc1	9	8.0%
New compounds follow:
SMILES	RmlCD inh 1536	M. tuberculosis GlmU
CCC(C)c1ccc(NC(=O)c2cccs2)cc1 (stereo not given)	nt	3.6%
COc1ccc(Cl)cc1C(=O)N/N=C/c1ccc(N2CCOCC2)cc1	5	6.8%
O=C(Oc1coc(CSc2nnc(NC(=O)C3CC3)s2)cc1=O)c1c(F)cccc1F	-5	0.6%
Nc1cccn2c(-c3ccc(Cl)c(Cl)c3)cnc12	2	-6.2%
CCN(CC)c1ncnc2sc3c(c12)CCC3	nt	0.7%
COC(=O)c1ccc2nc(C3CCCCC3)c3c(c2c1)CCC3	nt	-1.0%
CC(NC(=O)CSc1nc2c(c(C(F)(F)F)n1)CCc1ccccc1-2)c1ccccc1 (stereo not given)	nt	0.3%
COc1ccccc1NC(=O)CSC1=NCCN1	-7	-20%
Cc1ccc(-c2csc(/C(C#N)=C/Nc3ccccc3SC(F)(F)F)n2)cc1	31	-1.5%
Cc1ccc(N2CC(C(=O)NCCCn3ccnc3)CC2=O)cc1 (stereo not given)	nt	2.7%
COc1ccc(S(=O)(=O)N2CCC(CN3C(=O)c4cccc5cccc(c45)C3=O)CC2)cc1	9	0.2%
C=CCn1c(Cc2cccs2)nnc1SCC(=O)Nc1ccc(OC)cc1	nt	4.1%
CC(C)OC(=O)CNc1n[nH]c(=S)[nH]c1=O	8	5.8%
COc1cc2cc(CN(Cc3cccnc3)C(=O)Nc3ccccc3F)c(=O)[nH]c2cc1OC	-18	3.8%
Cc1cc(NS(=O)(=O)c2ccc(NC(=S)NC(=O)c3ccc(C(C)(C)C)cc3)cc2)no1	-2	-5.9%
OCCc1ccccc1	nt	2.9%
O=S1(=O)c2ccccc2N=NN1Cc1ccc(Cl)cc1	nt	8.8%
C=CCn1c(=N)n(CC(=O)OC)c2ccccc21	nt	3.7%
CN1CCN(C(=O)Nc2ccccc2)CC1	-13	1.1%
COc1ccccc1CNC(=O)Cn1nnc(-c2ccncc2)n1	-6	2.7%
CCc1cccc(CC)c1NC(=S)N1CCn2cccc2C1c1ccncc1 (stereo not given)	-11	-0.9%
Cc1ccccc1OCCC(=O)NCCc1ccc(S(N)(=O)=O)cc1	nt	0.4%
CO/N=C/c1c(-c2ccccc2)nn(C)c1Cl	9	-2.1%
O=C(NNC(=S)Nc1ccc(Cl)cc1)c1ccccc1OC(F)F	nt	-1.1%
COc1ccc(N2C(=O)CCC(C(=O)N3CCCCC3)C2c2ccc(F)cc2)cc1 (stereo not given)	-8	-0.3%

A portion of the results above, for reference:
SMILES	RmlCD inh 1536	M. tuberculosis GlmU
CCC(C)c1ccc(NC(=O)c2cccs2)cc1 (stereo not given)	nt	3.6%
COc1ccc(Cl)cc1C(=O)N/N=C/c1ccc(N2CCOCC2)cc1	5	6.8%
O=C(Oc1coc(CSc2nnc(NC(=O)C3CC3)s2)cc1=O)c1c(F)cccc1F	-5	0.6%
Nc1cccn2c(-c3ccc(Cl)c(Cl)c3)cnc12	2	-6.2%
CCN(CC)c1ncnc2sc3c(c12)CCC3	nt	0.7%
COC(=O)c1ccc2nc(C3CCCCC3)c3c(c2c1)CCC3	nt	-1.0%
CC(NC(=O)CSc1nc2c(c(C(F)(F)F)n1)CCc1ccccc1-2)c1ccccc1 (stereo not given)	nt	0.3%
COc1ccccc1NC(=O)CSC1=NCCN1	-7	-20%
Cc1ccc(-c2csc(/C(C#N)=C/Nc3ccccc3SC(F)(F)F)n2)cc1	31	-1.5%
Cc1ccc(N2CC(C(=O)NCCCn3ccnc3)CC2=O)cc1 (stereo not given)	nt	2.7%
COc1ccc(S(=O)(=O)N2CCC(CN3C(=O)c4cccc5cccc(c45)C3=O)CC2)cc1	9	0.2%
C=CCn1c(Cc2cccs2)nnc1SCC(=O)Nc1ccc(OC)cc1	nt	4.1%
CC(C)OC(=O)CNc1n[nH]c(=S)[nH]c1=O	8	5.8%
COc1cc2cc(CN(Cc3cccnc3)C(=O)Nc3ccccc3F)c(=O)[nH]c2cc1OC	-18	3.8%
Cc1cc(NS(=O)(=O)c2ccc(NC(=S)NC(=O)c3ccc(C(C)(C)C)cc3)cc2)no1	-2	-5.9%
OCCc1ccccc1	nt	2.9%
O=S1(=O)c2ccccc2N=NN1Cc1ccc(Cl)cc1	nt	8.8%

The results go on:
SMILES	RmlCD inh 1536	M. tuberculosis GlmU
CCC(O)c1cc2c(cc1NC(=O)c1ccc(C)cc1)OCCO2 (stereo not given)	-6	-1.8%
O=C(CN(C(=O)CNC(=O)c1ccco1)c1ccc2c(c1)OCO2)NC1CCCCC1	7	-8.9%
O=C(NCc1cccc(Cl)c1)NCc1cccc(Cl)c1	-15	0.6%
CC(C)(C)n1ncc(Oc2ccccc2[N+](=O)[O-])c(Cl)c1=O	3	-6.1%
CC1CCC(C(C)C)C(OCC(O)CNC(C)c2ccccc2)C1 (stereo not given)	nt	-1.6%
CCN1C(=O)c2ccc(C(=O)Nc3nccs3)cc2C1=O	-3	-1.4%
CCOC(=O)CN1C(=O)N[C@@H](c2cccc(C(F)(F)F)c2)C(C(C)=O)=C1C	nt	-1.1%
O=C(NCCc1ccccc1)c1cc2sccc2n1Cc1ccccc1	nt	0.6%
CC1(C)Cc2c(C#N)c(N3CCN(C(=O)c4ccccc4)CC3)nc(-c3ccco3)c2CS1	nt	-0.4%
O=C(CNC(=O)c1ccccc1)N/N=C/c1ccccc1Cl	-10	5.5%
O=C(O)CSc1cccc2cccc(C(=O)O)c12	-6	5.2%
O=C(O)c1cccc2nc3ccccc3nc12	-3	2.4%&-7.5%
O=C(Nc1nc(-c2ccccn2)cs1)C12CC3CC(CC(O)(C3)C1)C2	8	-1.1%
CC(C)CN(C(=O)COC(=O)c1ccc([N+](=O)[O-])o1)C1CCS(=O)(=O)C1 (stereo not given)	-1	-2.8%
Cc1cccc2cc(C3CC(c4cccs4)=NN3S(C)(=O)=O)c(Cl)nc12 (stereo not given)	7	2.8%
O=c1cc(O)n(-c2ccccc2)c(=S)[nH]1	nt	3.0%
O=C(N/N=C(\Cc1ncc[nH]1)c1ccccc1)c1ccncc1	nt	-1.7%
COc1ccccc1NS(=O)(=O)c1cccc(C(=O)N/N=C(\C)c2ccc3c(c2)OCCO3)c1	7	2.5%
CN(C)C(=O)CS(=O)(=O)c1ccc(Cl)cc1	-5	-2.5%
Cc1ccccc1CSCC(=O)NCc1ccco1	5	8.3%
COn1c(=O)c(=O)n(O)c2ccccc21	12	2.0%
Cc1cn(CCC(=O)Nc2ccc(N3CCOCC3)cc2)c2ccccc12	-9	-1.8%
Cc1ccc(CNC(=O)CCCc2ccccc2)cc1	3	-1.4%
CCC1(C)Cc2nc3[nH]c(=S)n(-c4ccc(C)cc4)c(=O)c3cc2CO1 (stereo not given)	10	-0.1%
C=CCN1C(=O)C(C)NC1=S (stereo not given)	-2	-8.7%
Later entries.
SMILES	RmlCD inh 1536	M. tuberculosis GlmU
O=C(NCc1ccccc1Cl)C1CCN(S(=O)(=O)c2ccc(F)cc2)CC1	nt	2.3%
CCCOC(=O)c1ccc(OCC(O)CN2C(=O)NC(C)(C)C2=O)cc1 (stereo not given)	11	1.2%
Cc1ccc(/C=C/C(=O)c2ccccc2)cc1	nt	-4.3%
O=C(NCC1CCCO1)C(C(=O)c1ccc(F)cc1)n1ccccc1=O (stereo not given)	-9	-1.3%
NC(=O)c1ccc(Nc2ccc([N+](=O)[O-])cc2[N+](=O)[O-])cc1	12	8.4%
O=C(C1CCCCN1S(=O)(=O)c1ccccc1[N+](=O)[O-])N1CCCCC1 (stereo not given)	7	-0.1%
COC(=O)CSc1ncnc2c1sc1nc(-c3ccco3)c3c(c12)CC(C)(C)OC3	?	nt
Cc1cccc(CSC(=N)N)c1	12	1.7%
Cc1noc(C)c1COc1cccc(C(=O)OCC(=O)N2CC(=O)Nc3ccccc32)c1	nt	1.2%
O=C(CN1C2CCCC1CC(NC(=O)c1ccccc1)C2)NC1CC1 (stereo not given)	-7	3.8%
COCCCNC(=O)c1ccc2c(=O)n(C3CCCC3)c(=S)[nH]c2c1	nt	-8.3%
O=C(CCn1nnc2ccccc21)Nc1nnc(Cc2ccc(F)cc2)s1	5	-0.1%
Cc1cc(-c2ccccc2)[nH]c(=O)c1C#N	nt	-0.6%
CCOc1ccccc1NC(=O)C(OC(=O)c1ccc(N(C)C)cc1)c1ccccc1 (stereo not given)	-8	5.9%
CCc1nc(C)cc2c1sc1ccccc12	7	4.5%
O=C(c1c(F)cccc1F)N1CCN=C1SCc1ccccc1	-12	0.0%
CC(=O)N1CCN=C1SCc1cccc(C(F)(F)F)c1	6	-9.2%
CC(=O)COc1ncnc2c(Cl)cc(Cl)cc12	3	4.8%
O/N=C1/CCSc2ccccc21	-14	-2.4%
Cc1ccc(/C=C(\C#N)C(=O)Nc2c(C)cccc2C)s1	11	0.3%
O=C(CSc1nnc(-c2ccco2)o1)NC1CCCCCC1	nt	9.3%
NC(N)=Nc1nc2ccc([N+](=O)[O-])cc2[nH]1	-5	0.8%
CCC(c1nnc(SCC(=O)NC23CC4CC(CC(C4)C2)C3)o1)N(C)C (stereo not given)	nt	1.2%
CCOC(=O)c1ccc2ncc(-c3ccccc3)nc2c1	-8	-0.7%
Cc1cc(C(=O)N=Nc2c(O)n(C)c3ccccc23)c(C)o1	nt	-2.1%
Continuation.
SMILES	RmlCD inh 1536	M. tuberculosis GlmU
O=C(CSc1oc(-c2ccco2)nc1S(=O)(=O)c1ccc(F)cc1)NCC1CCCO1 (stereo not given)	nt	7.5%
O=C(COC(=O)c1ccc(NS(=O)(=O)c2cccs2)cc1)NCC1CCCO1 (stereo not given)	-9	-4.4%
c1cncc(-c2nc(NCc3cccs3)c3ccccc3n2)c1	2	0.0%
Cc1ccc2nc(C)cc(Nc3ccc([N+](=O)[O-])cc3)c2c1	8	-9.0%
O=C(Cc1ccc(-n2cccc2)cc1)NC1CCCCCC1	nt	4.4%
CCCC[C@@H]1CCCO[C@@](C(=O)NCc2ccccn2)(C(F)(F)F)C1	nt	1.8%
CCCCNC(=O)c1cc2ccccc2s1	10	-5.8%
O=C(Cn1nc(C(F)(F)F)c2c1CCC2)NCc1ccc(Cl)cc1	nt	0.0%
CC(C)n1c(C(F)(F)F)nc2cc(C(=O)N3CCC(O)CC3)ccc21	5	11%
CC(=O)c1cc(C)ccc1OC(=O)c1cccnc1	nt	0.3%
CC(=O)NCCn1c(SCc2cccc([N+](=O)[O-])c2)nc2ccccc2c1=O	6	2.5%
COc1cc(/C=N/Nc2ccc(F)cc2F)cc(OC)c1O	4	2.9%
O=C(NCc1ccncc1)/C(=C\c1ccc(F)cc1)NC(=O)c1ccccc1	16	5.9%
Cc1ccc(Nc2nc(N/N=C\c3ccc4c(c3)OCO4)nc(N3CCOCC3)n2)cc1	nt	-2.6%
O=C1C=C(N2CCOCC2)CO1	nt	2.0%
O=S(=O)(c1cnccc1N1CCN(/N=C/c2ccc(Cl)cc2)CC1)N1CCCCC1	8	-3.8%
CCn1c(O)c(C=NC2CCCC(C)C2C)sc1=S (stereo not given)	4	-3.5%
Cc1ccc2cc3c(N)c(C(=O)N4CCOCC4)sc3nc2c1	5	nt
Cn1cccc1CNC1CCCC1	8	1.1%
CN(C)C(=S)Nc1ccc(Br)c(Cl)c1	nt	5.3%
N=c1ccn(Cc2ccc(F)cc2)cc1	-6	3.0%

High-throughput results as filed in PubChem BioAssay.

This is a subset, so the mix of outcomes need not match the whole.
